Screens deposited in PubChem BioAssay by The Scripps Research Institute Molecular Screening Center.
ADAM17 inh – inhibitors of human ADAM17 | inhibition, % at 6.95 µM | P78536 | 370,000 compounds, 0.83% hits | recombinant ADAM17, EDANS/DABCYL FRET peptide cleavage;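 active means inhibition above the mean of compounds lying between control limits plus 3 SD, set per campaign, cut at about 8.5% in these data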;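 further: 0% = DMSO-only wells as the low control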
UHRF1 binding – blocks human UHRF1 binding to methylated DNA; Q96T88; UHRF1 binding to methylated oligo, TR-FRET; inhibition, % at 4.4 µM; 370,000 compounds, 0.75% hits; in the data active means inhibition above about 21%;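 further: UHRF1 SRA domain binding a hemimethylated CpG hairpin DNA probe; 0% = median of test compound wells and 100% = reference inhibitor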
KLK7 zymogen act – proKLK7 (human) activation, primary screen; P49862; purified proKLK7, EDANS-DABCYL substrate fluorescence; 100% is mature enzyme control, 0% vehicle; activation, % at 7 µM; 370,000 compounds, 0.9% hits; AID 652039;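 active means activation above the mean of all tested compounds plus 3 SD, computed per campaign excluding outliers beyond control limits, cut at about 13% in these data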
DDE Tn6 FP inh – DD(E)-Tn6 binding inhibition, primary FP screen | AID 720509 | Fibrin DD(E) TRITC-Tn6 fluorescence polarization displacement | inhibition, % at 8.3 µM | 370,000 compounds, 0.21% hits | P02675;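 active means inhibition above a per-campaign cutoff: mean of compounds within control limits plus 3 SD, cut at about 15% in these data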;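 further: 0% = median of all compound wells on the plate and 100% = blocking peptide control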
Target sequence (P02675 whole entry, looked up): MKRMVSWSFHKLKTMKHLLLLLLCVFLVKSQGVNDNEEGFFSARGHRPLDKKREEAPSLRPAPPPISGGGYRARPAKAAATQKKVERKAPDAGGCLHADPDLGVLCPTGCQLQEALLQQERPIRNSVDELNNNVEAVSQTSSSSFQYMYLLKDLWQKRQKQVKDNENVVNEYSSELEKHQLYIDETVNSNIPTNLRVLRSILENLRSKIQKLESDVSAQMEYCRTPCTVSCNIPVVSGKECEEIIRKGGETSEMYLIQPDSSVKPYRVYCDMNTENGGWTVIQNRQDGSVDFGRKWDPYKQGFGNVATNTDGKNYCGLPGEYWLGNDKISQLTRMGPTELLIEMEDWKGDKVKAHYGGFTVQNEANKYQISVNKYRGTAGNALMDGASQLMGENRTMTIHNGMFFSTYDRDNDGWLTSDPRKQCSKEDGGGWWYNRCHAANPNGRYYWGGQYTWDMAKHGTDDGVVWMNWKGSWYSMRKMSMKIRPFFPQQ
ARFGAP1 inhibitor – inhibits rat ARF GTPase activating protein 1; Q62848; Arfgap1-stimulated ARF1 GTP hydrolysis, GDP FP detection; inhibition, % at 16.5 µM; 360,000 compounds, 0.26% hits; AID 651572;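 active means inhibition above a per-plate limit, mean inhibition of low control wells plus 3 SD, cut at about 25% in these data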;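 further: 0% = DMSO wells with enzyme and 100% = wells lacking Arfgap1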
Target sequence (Q62848 1-136 limits assumed): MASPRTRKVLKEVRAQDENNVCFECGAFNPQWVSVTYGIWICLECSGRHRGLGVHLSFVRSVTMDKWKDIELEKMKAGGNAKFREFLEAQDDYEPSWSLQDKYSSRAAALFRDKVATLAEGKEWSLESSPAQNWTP
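Replicates: Single well per compound | Assay system: Truncated rat Arfgap1 GAP domain | Control set: No-Arfgap1 wells (100%) versus DMSO full-reaction wells (0%) | Times: Enzyme reaction 120 min at 25 °C after 20 min preincubation | Reagent: Human ARF1(Δ1-17)-GTP substrate | Measured by: Tracer-displacement fluorescence polarization with EDTA stop, 620/688 nm | Measure: Percent inhibition of Arfgap1-stimulated GTP hydrolysis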
PLC-beta3 inh – blocks human PLC-beta3 enzyme activity. Q01970. Purified PLC-beta3, fluorogenic substrate, fluorescence. inhibition, % at 12.2 µM. 370,000 compounds, 0.18% hits; in the data active means inhibition above about 11%;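 further: 0% = median of compound wells on plate and 100% = full blocker control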
PLC-gamma1 inh – blocks human PLC-gamma1 enzyme activity; 370,000 compounds, 0.84% hits; purified PLC-gamma1, fluorogenic substrate, fluorescence; P19174; inhibition, % at 12.2 µM; in the data active means inhibition above about 9.5%
ASAP1 GAP inh – blocks human ASAP1-stimulated Arf1 GTP hydrolysis; Q9ULH1; GDP FP detection; inhibition, % at 16.5 µM; 360,000 compounds, 0.19% hits; AID 624377; in the data active means inhibition above about 25%;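 further: 0% = vehicle with enzyme and substrate and 100% = no enzyme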
Target sequence (Q9ULH1 325-724 limits assumed): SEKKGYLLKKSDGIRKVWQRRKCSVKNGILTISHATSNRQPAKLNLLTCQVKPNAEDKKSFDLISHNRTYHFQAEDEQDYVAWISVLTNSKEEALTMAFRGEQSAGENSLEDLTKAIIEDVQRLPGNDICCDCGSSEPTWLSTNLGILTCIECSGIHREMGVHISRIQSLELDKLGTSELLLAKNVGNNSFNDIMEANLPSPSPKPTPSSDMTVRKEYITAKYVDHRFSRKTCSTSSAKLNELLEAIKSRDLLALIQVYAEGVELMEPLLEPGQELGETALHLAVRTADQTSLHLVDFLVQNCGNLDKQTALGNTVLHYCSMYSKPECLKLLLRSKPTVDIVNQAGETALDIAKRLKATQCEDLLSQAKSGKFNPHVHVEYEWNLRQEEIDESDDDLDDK
MBD2 DNA inh – blocks human MBD2 binding to methylated DNA; Q9UBB5; TR-FRET, MBD2 binding to methylated oligonucleotide; inhibition, % at 4.4 µM; 370,000 compounds, 0.31% hits; AID 686964; in the data active means inhibition above about 13%
Tn7 DDE FP – inhibitors of Tn7 peptide binding to human fibrin DD(E); P02675; FP displacement of FITC-Tn7 peptide from fibrin DD(E); 0% = median of compound wells per plate; inhibition, % at 8.3 µM; 370,000 compounds, 0.13% hits; AID 720508;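 active means inhibition above the mean of compounds falling within the control limits plus 3 SD of them, cut at about 14% in these data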;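 further: 0% = plate median of compound wells and 100% = 10 µM Aha-Tn7 peptide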
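Also added: labelled Tn7 tracer, 0.1 µM; Assay system: human fibrin DD(E) protein; Amount: 2 µM fibrin DD(E); Schedule: 10 min compound pre-incubation, 3 h probe incubation at room temperature; Repeats: one replicate per compound; Read-out basis: percent inhibition; Measured by: fluorescence polarization of the labelled Tn7 tracer.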
* hit, by the source's call; nt = no result given. An unsorted share of the library. Share with any hit: about 4.1%.

SMILES | ADAM17 inh | UHRF1 binding | KLK7 zymogen act | DDE Tn6 FP inh | ARFGAP1 inhibitor | PLC-beta3 inh | PLC-gamma1 inh | ASAP1 GAP inh | MBD2 DNA inh | Tn7 DDE FP
CC(=O)Nc1c(C(=O)N2CCN(c3ccccn3)CC2)cnn1-c1ccc(C)cc1 | 1 | 0 | 0.0 | -5 | 6 | 7 | 1 | 6 | -2 | -3
Cc1cc(S(=O)(=O)Nc2ccc3ccccc3c2)c(C)s1 | 5 | 0 | 0.0 | 3 | -9 | -1 | 0 | 16 | -4 | 9
C[C@]12c3[nH]c4ccccc4c3CCN1C(=O)C(CC(=O)NCCCn1ccnc1)C[C@@H]2C(=O)N1CCCCC1 (some centres not stated) | 3 | 0 | 0.2 | 10 | 12 | 5 | 0 | -4 | -4 | -10
CC(=Nc1ccccc1)C1=C(O)C(Cc2ccc(F)cc2)NC1=O (configuration not stated) | 1 | 18 | 0.7 | 10 | -12 | 3 | -2 | 8 | -6 | 6
Cc1nc(N)c(C#N)c(-c2cccnc2)c1-c1ccccc1 | -23 | 0 | 0.0 | -3 | 0 | -28 | -11 | 15 | 2 | 2
CC1CCCCC1NS(=O)(=O)c1ccc(S(=O)(=O)N2CCN(CCC#N)CC2)cc1 (configuration not stated) | -2 | 0 | 0.2 | 2 | -1 | 1 | -1 | 10 | -2 | 5
C[C@@H]1CN([C@H](C)CO)S(=O)(=O)c2ccc(C3=CCCCC3)cc2O[C@H]1CN(C)C(=O)Cc1cccnc1 | 3 | 0 | 0.5 | 6 | 3 | -19 | 6 | -7 | -2 | -2
O=C(Nc1cccc(C(=O)Nc2ccccc2F)c1)c1ccccc1 | 4 | -2 | 0.9 | 5 | -3 | -3 | 1 | 1 | -7 | -6
Cc1ccc(NC(=O)c2ccc(NCCCN3CCOCC3)c([N+](=O)[O-])c2)cc1Cl | 3 | -4 | 0.1 | 0 | 8 | 4 | 4 | -6 | -11 | 2
Cc1c(Cl)cc(-n2cnnn2)cc1[N+](=O)[O-] | -2 | 1 | -0.3 | 5 | 5 | -2 | 0 | -7 | -1 | 1
COc1ccc(NC(=O)c2nc[nH]c2C(=O)N[C@@H](C)C(=O)OC(C)(C)C)cc1 | 5 | 0 | 0.0 | 2 | 8 | 1 | 0 | 3 | 3 | 2
CCOC(=O)c1ccc([N+](=O)[O-])c(CS(=O)(=O)c2ccc(Cl)cc2)c1 | -1 | -1 | -0.6 | 3 | -3 | -6 | 1 | -7 | -5 | 4
COc1cccc(N(C(=O)C2CSC(=O)C2)C(C(=O)NC(C)(C)C)c2ccncc2)c1 (configuration not stated) | 1 | -1 | 0.4 | 2 | -3 | 6 | 1 | 5 | 1 | 2
Cc1cccc(C)c1OCC(=O)N/N=C/c1cc2c(cc1[N+](=O)[O-])OCO2 | 0 | 0 | -0.3 | 0 | -5 | 5 | 3 | -8 | 5 | 6
CCN1C(=O)c2cccc3c(S(=O)(=O)Nc4ccc(OC)cc4OC)ccc1c23 | -2 | -2 | 0.4 | 5 | 4 | -1 | 0 | -12 | 0 | 0
N#Cc1c(-c2cccs2)nc(SCC(=O)c2ccc(Br)cc2)[nH]c1=O | 0 | 2 | -0.1 | 0 | -1 | -41 | -30 | 5 | -1 | -12
COC(=O)c1sc(-c2ccc(C(C)(C)C)cc2)cc1NC(=O)COCC(=O)O | -43 | 15 | -3.0 | -9 | 4 | -10 | 0 | 6 | 3 | -12
CCCOc1ccc(/C(CC)=N/NC(=O)C2(C)CC2(Br)Br)cc1 (configuration not stated) | -2 | 0 | 0.3 | 4 | -6 | 0 | 1 | -10 | -2 | 4
CCCCNC(=O)c1nc(-c2ccncc2)oc1-c1ccc(OC(F)(F)F)cc1 | 1 | 3 | 0.5 | -2 | 2 | -1 | 4 | 19 | 3 | -6
COCCNC(=O)C1CCCN(C(=O)c2nc3ccccc3s2)CC1 (configuration not stated) | -4 | 1 | 0.3 | -7 | -2 | -2 | 0 | 9 | 5 | 4
COC(=O)[C@]12CCCCC=C1N(Cc1ccc3c(c1)OCO3)C(=O)[C@H](CC(=O)N1CCN(C(=O)C3CC3)CC1)C2 | -2 | -2 | -0.2 | -2 | -2 | 0 | 0 | 6 | -1 | 2
COc1cc(C(=O)N(Cc2ccccc2)c2cccc(C)c2)ccc1OCC(=O)N1CCOCC1 | -3 | 2 | 1.1 | 3 | 4 | -2 | 0 | -1 | 3 | 1
CCCc1cc(=O)[nH]c(SCc2nc3ccccc3o2)n1 | -3 | 0 | 0.5 | -1 | 7 | -10 | -2 | 0 | 4 | -6
CC(C)(C)OC(=O)C[C@@H]1C/C=C\C[C@H](CC(=O)N(CCO)Cc2ccccc2)C(=O)NC[C@H](c2ccccc2)OC1=O | 0 | 2 | 0.8 | 0 | 5 | 4 | 1 | 10 | 0 | -7
COc1ccc(Nc2nc(N)c3ccccc3n2)c(OC)c1 | 2 | -1 | 0.1 | -3 | -6 | -4 | 3 | 8 | -2 | -2
Nc1cccc(CCc2nc3ccccc3[nH]2)c1 | -2 | -1 | -0.3 | 3 | -6 | -4 | 0 | -10 | -1 | -3
O=C(O)CNC(=O)c1ccccc1F | -1 | -3 | -0.3 | -1 | -2 | 2 | 4 | -5 | 4 | -10
O=C(NCCCn1ccnc1)c1cn(-c2ccccc2)nc1-c1ccccc1 | 0 | 1 | -0.1 | -1 | 6 | 2 | -1 | -4 | -1 | 9
Cc1onc(-c2ccccc2)c1-c1ccnc(N)n1 | -1 | -2 | 0.4 | 5 | -2 | -3 | 5 | -3 | -2 | -4
Cc1cnn(-c2ccc3nnc(-c4ccc(Br)cc4)n3n2)c1 | -4 | -3 | 0.1 | -3 | -4 | -5 | -4 | -1 | -1 | 2

Ordered by number of heavy atoms (largest number first): part of the list above
SMILES | ADAM17 inh | UHRF1 binding | KLK7 zymogen act | DDE Tn6 FP inh | ARFGAP1 inhibitor | PLC-beta3 inh | PLC-gamma1 inh | ASAP1 GAP inh | MBD2 DNA inh | Tn7 DDE FP
CC(C)(C)OC(=O)C[C@@H]1C/C=C\C[C@H](CC(=O)N(CCO)Cc2ccccc2)C(=O)NC[C@H](c2ccccc2)OC1=O | 0 | 2 | 0.8 | 0 | 5 | 4 | 1 | 10 | 0 | -7
COC(=O)[C@]12CCCCC=C1N(Cc1ccc3c(c1)OCO3)C(=O)[C@H](CC(=O)N1CCN(C(=O)C3CC3)CC1)C2 | -2 | -2 | -0.2 | -2 | -2 | 0 | 0 | 6 | -1 | 2
COc1cc(C(=O)N(Cc2ccccc2)c2cccc(C)c2)ccc1OCC(=O)N1CCOCC1 | -3 | 2 | 1.1 | 3 | 4 | -2 | 0 | -1 | 3 | 1
COc1ccc(Nc2nc(N)c3ccccc3n2)c(OC)c1 | 2 | -1 | 0.1 | -3 | -6 | -4 | 3 | 8 | -2 | -2
Cc1onc(-c2ccccc2)c1-c1ccnc(N)n1 | -1 | -2 | 0.4 | 5 | -2 | -3 | 5 | -3 | -2 | -4

(further entries)
SMILES | ADAM17 inh | UHRF1 binding | KLK7 zymogen act | DDE Tn6 FP inh | ARFGAP1 inhibitor | PLC-beta3 inh | PLC-gamma1 inh | ASAP1 GAP inh | MBD2 DNA inh | Tn7 DDE FP
CCN1CCN(C(=O)COCc2cc(-c3ccc4c(c3)OCO4)on2)CC1 | 1 | -2 | 0.1 | -4 | 8 | -10 | 2 | -2 | -1 | 0
CN(CCNC(=O)c1ccc(CS(=O)(=O)c2ccc(Br)cc2)o1)CCc1ccccc1 | -3 | 0 | -0.1 | -4 | 9 | -6 | 0 | 9 | 4 | 2
COc1ccccc1C=NNC(=O)c1ccncc1 | 1 | -4 | 1.4 | 6 | 3 | 2 | -3 | -6 | -2 | 1
Cn1nnnc1Sc1ncnc2scc(-c3ccc(Br)cc3)c12 | -1 | -3 | -0.9 | 3 | 4 | -5 | 0 | -3 | 0 | 1
CCCc1cc(C(=O)N(C2CCCCC2)C2CCCCC2)no1 | -2 | 2 | 0.3 | -3 | -11 | 4 | 2 | -13 | 2 | 2
CC(=O)C1=C(O)C(=O)N(CCN(C)C)C1c1ccc(Cl)cc1 (configuration not stated) | 2 | 4 | 0.3 | -9 | -9 | 8 | 1 | -6 | 1 | -3
O=C(COC(=O)Cc1c[nH]c2ccccc12)Nc1ccc(Cl)cc1 | 1 | -4 | -0.1 | 1 | 4 | 2 | -1 | 2 | 5 | 1
COc1ccc(COC(=O)c2ccc(C)c(S(=O)(=O)N3CCOCC3)c2)cc1F | 0 | 0 | 0.4 | -2 | 2 | -10 | -1 | 8 | 4 | -4
Cc1cc(N)ccc1-n1c(C)ccc1C | -5 | -1 | -0.4 | 154* | 15 | -9 | -6 | -3 | -2 | 4
CC(=O)c1ccccc1-c1csc2ncnc(Sc3nnnn3C)c12 | -6 | 1 | 0.1 | 2 | 7 | 0 | 0 | -1 | -4 | 7

Overlap with the part before: 3 compounds, followed by the next part.
SMILES | ADAM17 inh | UHRF1 binding | KLK7 zymogen act | DDE Tn6 FP inh | ARFGAP1 inhibitor | PLC-beta3 inh | PLC-gamma1 inh | ASAP1 GAP inh | MBD2 DNA inh | Tn7 DDE FP
COc1ccc(COC(=O)c2ccc(C)c(S(=O)(=O)N3CCOCC3)c2)cc1F | 0 | 0 | 0.4 | -2 | 2 | -10 | -1 | 8 | 4 | -4
Cc1cc(N)ccc1-n1c(C)ccc1C | -5 | -1 | -0.4 | 154* | 15 | -9 | -6 | -3 | -2 | 4
CC(=O)c1ccccc1-c1csc2ncnc(Sc3nnnn3C)c12 | -6 | 1 | 0.1 | 2 | 7 | 0 | 0 | -1 | -4 | 7
CN1Cc2nnn(Cc3ccccc3)c2-c2cc(F)ccc2S1(=O)=O | -4 | -2 | -0.2 | 0 | nt | 0 | -3 | nt | -2 | -3
CN(C)CCN1CCN(C(c2cc3ccccc3o2)c2nnnn2C(C)(C)C)CC1 (configuration not stated) | -4 | -1 | -0.5 | -4 | -7 | -3 | -2 | -6 | 3 | -4
CCOC(=O)N1CCN(c2c(F)cc3[nH]c(=S)[nH]c3c2Br)CC1 | 7 | 4 | -0.6 | 1 | 6 | 0 | 3 | 3 | -1 | -4
COc1cc(/C=C2/C(=N)N3C(SC)=NSC3=NC2=O)ccc1OC(=O)c1ccco1 | -4 | -4 | 0.3 | 1 | 1 | -22 | -11 | 16 | -1 | 8
O=c1c2cc([N+](=O)[O-])ccc2nc(CN2CCN(c3ccccn3)CC2)n1-c1ccccc1F | 0 | 0 | 0.0 | 4 | 0 | -8 | -3 | 7 | -6 | 2
CCN(CCNC(=O)c1ccc2nc(-c3ccccc3NC(C)=O)c(=O)[nH]c2c1)c1ccccc1 | 1 | -5 | -1.9 | -1 | -12 | -6 | -2 | 12 | -5 | -5
O=C(OCc1ccc(F)cc1)c1cc(=O)c2ccccc2o1 | 1 | -2 | 0.6 | 4 | 6 | -4 | 1 | 4 | 3 | 4
O=C(c1ccco1)N1CCN(C(=O)c2sccc2-c2ccccc2)CC1 | -2 | 1 | -0.7 | 3 | -8 | 0 | 2 | 6 | 4 | 0
